High-throughput results from PubChem.
TWEAK-Fn14 inh = TWEAK-Fn14 signaling inhibition. 360,000 compounds, 2% hits. TWEAK-stimulated Fn14 reporter cells, luciferase luminescence, 8 h. AID 1159606. inhibition, % at 10 µM; in the data active = inhibition above about 50%
SRC1 inh = inhibitors of human steroid receptor coactivator 1 (SRC1); Q15788; HEK293 GAL4-SRC1 luciferase reporter, luminescence; inhibition, % at 3.6 µM; 360,000 compounds, 0.12% hits; AID 588354;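 active = inhibition above the campaign mean plus 3 SD, with each screening campaign given its own cutoff, cut at about 60% in these data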;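 note: 0% = DMSO treated cells and 100% = gossypol at 36 µM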
SRC2 inh = inhibits human steroid receptor coactivator 2; Q15596; HEK293 GAL4-SRC2 luciferase reporter, luminescence; inhibition, % at 9 µM; 370,000 compounds, 0.17% hits;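 active = inhibition above the mean inhibition of all tested compounds plus 3 SD, set per campaign, cut at about 52% in these data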;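 note: 0% = DMSO treated cells and 100% = cells given Gossypol at 36 µM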
EBV LMP1 NFkB = inhibitors of Epstein-Barr LMP1-induced NF-kappaB reporter | inhibition, % at 12.5 µM | LMP1-induced NF-kappaB luciferase reporter cells, luminescence | 350,000 compounds, 0.69% hits; in the data active = inhibition above about 41%;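 note: 0% = neutral control wells and 100% = reference inhibitor control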
CF NFkB inh = cystic fibrosis NF-kB activation inhibition; 360,000 compounds, 0.86% hits; inhibition, % at 5 µM; KKLEB NF-kB-GFP reporter, PAF-induced, GFP fluorescence overnight;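 active = at least 50% inhibition at 5 µM, scaled per plate between neutral and stimulator controls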;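 note: PAF is a Pseudomonas aeruginosa culture filtrate used as stimulus; plate controls were PAF-stimulated DMSO wells for no effect and unstimulated DMSO wells for full effect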
TRAIL sens C8 = sensitizes caspase-8 expressing cells to TRAIL; inhibition (viability loss, TRAIL sensitization), % at 10 µM; 360,000 compounds, 1% hits; NB7+C8 cells + TRAIL, ATPlite viability luminescence;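 active = compounds causing at least 50% loss of cell viability in the single-dose screen, relative to plate controls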
KKLEB cytotox = counter-screen for CF NF-kB inhibitors: cytotoxicity | 360,000 compounds, 0.36% hits | activity change (cytotoxicity), % at 5 µM | KKLEB CF airway cells viability, ATPlite luminescence, overnight; active compounds read low; cells stimulated with P. aeruginosa culture filtrate;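 active = corrected activity change at or below -50% at 5 µM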
COUP-TFII inh = NR2F2 (human) inhibition, primary screen. P24468. HEK293T NGFI-A luciferase reporter, luminescence. inhibition, % at 8.6 µM. 370,000 compounds, 0.7% hits;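 active = inhibition above a per-plate cutoff, mean inhibition of test wells between control levels plus 3 SD, cut at about 38% in these data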;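 note: cells cotransfected with COUP-TFII expression vector driving the NGFI-A reporter; 0% = median of COUP-TF2 test wells and 100% = reporter-only cells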
TROY signal inh = inhibitors of TROY-dependent NF-kB signaling | Q293 LMP1-TROYcd NF-kB luciferase reporter, 4 h | inhibition, % at 10 µM | 360,000 compounds, 0.98% hits;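 active = compounds whose plate-normalised and pattern-corrected inhibition of the luciferase reporter signal at the single screening dose is 50% or more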
NCOA3 inh = human NCOA3 inhibition; Q9Y6Q9; HEK293 GAL4-SRC3 luciferase reporter, luminescence; inhibition, % at 3.6 µM; 360,000 compounds, 0.17% hits; AID 588352;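 active = inhibition above a per-campaign cutoff, the mean of all compounds plus 3 SD, cut at about 60% in these data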;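 note: 0% = DMSO-treated cells and 100% = gossypol-treated cells at 36 µM; higher means less SRC3-driven luciferase light from the GAL4 reporter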
NR5A2 inv ag = suppresses constitutive activity of human LRH-1; HEK293T StAR-luciferase reporter, LRH-1 transfected, 24 h; 360,000 compounds, 0.13% hits; O00482; AID 602396; inhibition, % at 3.6 µM;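 active = inhibition above the mean inhibition of all tested compounds plus 3 SD, cut at about 73% in these data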;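 note: 0% = DMSO wells and 100% = reporter-only cells lacking LRH-1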
The depositor's hits bear a star; x = no result given. Rows were taken by chance; about 4.2% have a hit in one of these screens.

entry	molecule	TWEAK-Fn14 inh	SRC1 inh	SRC2 inh	EBV LMP1 NFkB	CF NFkB inh	TRAIL sens C8
1	CC(C)CC1OC(C)Cc2[nH][nH]c(=O)c21 (stereo not drawn)	28	x	15	x	x	-8
2	COCCCN(CC(=O)Nc1ccc(N2CCOCC2)cc1)S(=O)(=O)c1ccccc1	7	-8	12	-6	-8	-10
3	c1ccc2[nH]c(SCc3cn4cccnc4n3)nc2c1	-12	-4	7	-8	-8	4
4	COc1cc(C2Nc3ccccc3NC3=C2C(=O)CC(c2ccc(OC)c(OC)c2)C3)ccc1O (stereo not drawn)	-6	-17	4	6	-11	-10
5	Cc1cc(C)cc(OCCn2ccnc2)c1	1	-19	3	-14	22	-2
6	COc1ccc(C(=O)COC(=O)/C=C/c2ccccc2[N+](=O)[O-])cc1	-2	13	-7	3	-10	1
7	COc1cccc(CN(C)C(=S)Nc2ccc(C)c(C)c2)c1	-14	-5	7	3	13	4
8	CC(=O)N/C(=N/c1nc(C)cc(C)n1)Nc1cccc(C)c1C	-32	35	-4	-4	5	-6

entry	KKLEB cytotox	COUP-TFII inh	TROY signal inh	NCOA3 inh	NR5A2 inv ag
1	x	-10	1	x	-1
2	1	7	27	-8	-1
3	2	3	-2	-35	-13
4	-1	25	-12	13	2
5	-20	5	1	-11	-15
6	-22	-7	-67	4	6
7	8	8	-36	12	12
8	-5	9	-10	-7	10

Following part:
entry	molecule	TWEAK-Fn14 inh	SRC1 inh	SRC2 inh	EBV LMP1 NFkB	CF NFkB inh	TRAIL sens C8
9	COC(=O)CCC(=O)OC1(C)C(=O)C2=CN(Cc3ccccc3)C(c3ccc(OC)cc3)=CC2=C(Br)C1=O (stereo not drawn)	9	-1	-15	-2	-13	-3
10	COc1ccc(NC(=O)CCCn2c(=O)c3sccc3n(Cc3ccc(C)cc3)c2=O)cc1	-41	11	5	11	0	-10
11	Cc1cn([C@H](C(=O)NCCCCCCCCCCC(=O)N2CCNCC2)[C@@H](C)O)nn1	-9	-43	1	1	-9	5
12	Nc1ccc(S(=O)(=O)NC2=NCCCCC2)cc1N	6	-8	-14	-17	0	-18
13	Cc1ccc(S(=O)(=O)CC(=O)c2ccccc2)cc1	-32	-30	-33	-4	-6	-3
14	Cc1cc(N(C)C)ccc1[N+](=O)[O-]	8	-5	18	-5	-28	-8
15	COc1ccc(CNC(=O)C2CCN(S(=O)(=O)c3ccc(Br)s3)CC2)cc1	45	-21	2	0	-21	0
16	COCCN(C(=O)CSc1nc(-c2ccccc2)cn1N)c1c(N)n(Cc2ccccc2)c(=O)[nH]c1=O	7	0	-22	-3	-11	19

entry	KKLEB cytotox	COUP-TFII inh	TROY signal inh	NCOA3 inh	NR5A2 inv ag
9	7	-12	-14	0	-14
10	-3	-2	-4	-9	-16
11	-2	-13	-24	-1	4
12	5	0	8	-21	-26
13	-2	-9	-35	0	-7
14	6	-8	3	7	8
15	14	27	13	-21	1
16	5	-9	-9	-32	-12

Next section
entry	molecule	TWEAK-Fn14 inh	SRC1 inh	SRC2 inh	EBV LMP1 NFkB	CF NFkB inh	TRAIL sens C8
17	Cc1[nH]c(C)c(S(=O)(=O)NCc2ccccc2Cl)c1C(=O)N1CCCC1	0	6	-6	-3	14	-18
18	CC(=O)N=c1n(C)c2ccccc2n1CCOc1ccccc1	-11	-9	-42	-9	-20	-4
19	COc1ccc2[nH]c(=O)c(CN(Cc3cccs3)Cc3nnnn3Cc3ccccc3)cc2c1	-24	-32	-15	0	-9	-3
20	COc1ccc([C@H]2N[C@]3(CCCN(Cc4ccco4)C3=O)[C@H]3C(=O)N(C)C(=O)[C@@H]23)cc1	7	-9	-23	3	-4	8
21	CCn1cc(C(=O)Nc2ccc(OC)c(S(=O)(=O)N3CCCCC3)c2)c(=O)c2ccc(C)nc21	-5	7	-30	-34	18	15
22	O=S(=O)(c1cccc(-c2csc(-c3cccnc3)n2)c1)N1CCCCC1	21	-9	0	-4	-30	-1
23	Cc1ccc(S(=O)(=O)c2c(C)cc(-c3ccccc3)[nH]c2=O)cc1	4	-10	10	-4	-3	-4
24	Cc1nnsc1C(=O)Nc1cc(Cl)ccc1Cl	2	-8	-23	2	7	-4

entry	KKLEB cytotox	COUP-TFII inh	TROY signal inh	NCOA3 inh	NR5A2 inv ag
17	4	-4	16	10	-1
18	11	8	-15	13	-8
19	7	-1	-4	-3	-26
20	2	2	0	-5	-2
21	0	-2	2	-7	4
22	11	5	6	-16	-9
23	-1	2	11	4	2
24	-8	-5	0	1	-17

(listing goes on)
entry	molecule	TWEAK-Fn14 inh	SRC1 inh	SRC2 inh	EBV LMP1 NFkB	CF NFkB inh	TRAIL sens C8
25	CC(C)Cn1c(=O)[nH]c2ccccc21	29	5	20	7	-4	-10
26	C/C(CC(=O)Nc1cccc(C(F)(F)F)c1)=N/NC(=O)C(=O)NCCO	5	6	-2	x	-13	-6
27	S=c1[nH]nc(-c2ccccc2Cl)n1Cc1ccccc1	8	-1	-9	0	-2	-20
28	COc1ccc(-c2nn(-c3ccccc3)cc2C(=O)O)cc1N	4	4	-26	-8	-5	5
29	O=C1COc2ccc(C(=O)COC(=O)c3ccc4ccccc4n3)cc2N1	16	-3	-1	4	-5	-7
30	Cc1c2c(nc3c(C)cccc13)OC(C)C2 (stereo not drawn)	-3	-11	-4	-5	8	2
31	CCC(C)c1c(O)nc(SCC(=O)c2ccccc2)[nH]c1=O (stereo not drawn)	-43	2	2	-5	7	0
32	CN(C)S(=O)(=O)c1ccc(N=Cc2c(C(F)(F)F)[nH]n(C)c2=O)cc1	4	12	10	-13	2	-2

entry	KKLEB cytotox	COUP-TFII inh	TROY signal inh	NCOA3 inh	NR5A2 inv ag
25	8	6	x	-4	3
26	-21	4	2	13	-2
27	-9	-13	-6	-1	-14
28	-1	-2	6	-27	-18
29	-10	-5	-13	5	-1
30	-1	11	-18	1	-13
31	5	10	6	-3	-17
32	8	4	-11	5	5

Next section:
entry	molecule	TWEAK-Fn14 inh	SRC1 inh	SRC2 inh	EBV LMP1 NFkB	CF NFkB inh	TRAIL sens C8
33	CC1=C(C(=O)N(C)C)CC(CC(=O)NCCCN(C)C)C(=O)N1CCCN1CCCC1=O (stereo not drawn)	11	-8	-3	x	-26	-9
34	O=C(CSc1ccc(-c2ccco2)nn1)Nc1ccc(F)cc1	6	-31	12	-4	-28	7
35	Cn1nc(-c2ccc(Cl)cc2)c2cc(C(=O)NC3CC3)sc21	-24	3	-25	-49	-106	8
36	CCN1C(=O)[C@H]2[C@@H](c3ccc(C)cc3)N3C(=O)N(c4ccc(OC)cc4)C(=O)[C@@]3(CC)[C@H]2C1=O	-2	-25	-34	-3	-2	-2
37	COc1ccccc1NC(=O)CSc1nncs1	7	-13	-21	-8	-33	5
38	CC(O)(c1cccc(F)c1)c1nc(-c2ccccc2)cs1 (stereo not drawn)	4	3	0	x	-18	6
39	O=C(Nc1ccccc1-c1nc2ccccc2[nH]1)c1ccc(N2C(=O)CCC2=O)cc1	-44	3	-3	-2	19	1
40	CCCCC[C@H]1CN(CCc2ccccc2)C(=O)[C@@H]1CC(=O)NCc1ccc(OC)cc1	-8	-5	-11	11	0	-9

entry	KKLEB cytotox	COUP-TFII inh	TROY signal inh	NCOA3 inh	NR5A2 inv ag
33	1	-11	11	-19	10
34	12	5	7	-8	-5
35	-5	-11	9	-6	-1
36	-9	-21	-24	-16	-30
37	-2	-11	14	6	13
38	7	-4	-7	-6	24
39	-26	-10	7	-18	0
40	0	30	22	-4	5

Additional results:
entry	molecule	TWEAK-Fn14 inh	SRC1 inh	SRC2 inh	EBV LMP1 NFkB	CF NFkB inh	TRAIL sens C8
41	Cc1c(C(=O)OCC(=O)NC(C)c2ccccc2)oc2ccccc12 (stereo not drawn)	-2	-34	-42	4	-9	-15
42	CN1C(=O)c2ccc(Oc3ccccc3)cc2C1=O	-1	11	14	-2	-9	0
43	COc1ccccc1NS(=O)(=O)c1cccc(C(=O)NNC(=O)c2ccc(=O)[nH]c2)c1	10	-25	-2	-4	-35	7
44	Cc1ccc(Nc2nc3ccccc3nc2Nc2c(C)n(C)n(-c3ccccc3)c2=O)cc1	12	-1	9	8	-9	0
45	CC(=O)c1cccc(NC(=O)COC(=O)c2n[nH]c3ccccc23)c1	-6	-4	-15	-2	2	-14

entry	KKLEB cytotox	COUP-TFII inh	TROY signal inh	NCOA3 inh	NR5A2 inv ag
41	-12	-1	-7	9	3
42	-6	9	-9	14	-4
43	16	12	1	-1	1
44	-15	12	2	9	2
45	-6	-6	-11	11	-7
